HSF1 inh: HSF1 inhibition; actives 0.77% (n = 300,000); AID 2098; activity change, negative = inhibition, % at 7.5 µM (by protocol); NIH3T3-HGL HSE-luciferase, MG132-induced, luminescence 8 h; active compounds read low;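 active = more than half of replicate wells show activity change below -50%, luminescence cut by over half; inconclusive = some wells, but at most half, below -50%; inactive = no replicate well below -50%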;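 also: luciferase reports HSF-1 transcriptional activity via heat shock element; 0% = median of DMSO wells and -100% = zero luminescence signal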
KLF5 inhibitor: inhibitors of KLF5 expression; DLD-1 KLF5 promoter-luciferase reporter, luminescence; inhibition, % at 5 µM; actives 0.23% (n = 290,000); AID 1700;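 active = inhibition above a per-plate limit of that plate's mean compound inhibition plus 3 SD, cut at about 60% in these data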;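 also: 0% = DMSO wells and 100% = LY294002 at 200 µM; higher means less KLF5 promoter-driven luciferase light; inactives centre near -14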
IEC-6 tox: IEC-6 cytotoxicity, counter-screen for KLF5 inhibitors | luminescence viability | inhibition, % at 5 µM | actives 0.78% (n = 290,000) | AID 1825; in the data active = inhibition above about 22%;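 also: 0% = plate median of test compound wells and 100% = cytotoxic reference compound wells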
HSP90 inh: HSP90 refolding inhibition in rabbit reticulocyte lysate; luciferase refolding luminescence, 3 h; inhibition, % at 5.6 µM; actives 0.91% (n = 290,000); AID 1789;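 active = inhibition above the screen-wide mean plus 3 SD, computed separately per campaign, cut at about 16% in these data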;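 also: 0% = DMSO wells and 100% = 60 µM geldanamycin wells; inhibitors lower the luminescence because luciferase stays unfolded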
HDAC3 inhib: blocks human histone deacetylase 3. inhibition, % at 8.3 µM. recombinant HDAC3, fluorogenic peptide/trypsin coupled, fluorescence. O15379. actives 0.15% (n = 320,000). AID 2718; in the data active = inhibition above about 26%, passing the limit was not always enough; inconclusive = no clear call, values can overlap the other calls
Target sequence (O15379 whole entry, looked up): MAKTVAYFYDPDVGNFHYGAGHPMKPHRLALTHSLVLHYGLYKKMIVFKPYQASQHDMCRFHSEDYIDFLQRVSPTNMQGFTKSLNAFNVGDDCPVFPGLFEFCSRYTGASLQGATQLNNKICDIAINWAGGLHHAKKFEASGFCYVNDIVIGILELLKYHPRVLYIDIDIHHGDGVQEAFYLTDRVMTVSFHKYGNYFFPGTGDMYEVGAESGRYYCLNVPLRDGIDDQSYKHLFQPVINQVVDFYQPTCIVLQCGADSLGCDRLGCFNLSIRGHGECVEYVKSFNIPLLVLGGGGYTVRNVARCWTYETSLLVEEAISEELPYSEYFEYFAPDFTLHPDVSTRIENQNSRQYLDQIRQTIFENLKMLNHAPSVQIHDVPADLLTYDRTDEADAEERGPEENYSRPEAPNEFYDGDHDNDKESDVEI
HIF act: HIF pathway transcriptional activation; U2OS HRE-luciferase reporter, luminescence; normalized: DMSO 0%, desferrioxamine 100%; activation, % at 7.5 µM (by protocol); actives 0.32% (n = 300,000);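 active = mean activation of at least 10% of the iron chelator positive control signal, with at least half of replicates also reaching 10%; inconclusive = mean and replicate majority disagree about reaching 10%; inactive = mean and most replicates under 10%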
aSyn 5UTR inh: 5' untranslated region of α-synuclein, MLPCN primary screen | actives 0.82% (n = 300,000) | alpha-synuclein 5'UTR reporter, inhibitor activity | AID 1813 | inhibition, % (tested at 7.5 µM); in the data active = inhibition above about 60%; inconclusive = no clear call, values can overlap the other calls;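 also: H4 neuroglioblastoma cells stably carrying SNCA 5'UTR luciferase fusion; 0% = DMSO wells and 100% = positive control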
AI-2 QS modul: Vibrio harveyi AI-2 quorum sensing modulation. Vibrio harveyi JMH597 AI-2 luminescence/OD600 ratio, 9 h; active compounds read low; strain lacks LuxN and CqsS sensors; 0 = neutral-control median. activity change, % at 7.5 µM. actives 0.4% (n = 300,000). AID 2094; in the data active = activity change below about -75%, passing the limit was not always enough; inconclusive = no clear call, values can overlap the other calls;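 also: luminescence divided by OD600 gain over 9 h not by final OD600 alone; inactives centre near 13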
Platelet DG rel: modulates dense granule release in human platelets. human platelet-rich plasma, SFLLRN dense granule ATP release, luminescence. inhibition, %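 (compounds screened at 7.5 µM in platelet-rich plasma)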. actives 0.22% (n = 300,000). AID 1663;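 active = mean replicate score, as percent of positive control, at or above 50; inconclusive = mean below 50 but at least one replicate at or above 50; inactive = mean and every replicate below 50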
HSF1 activator: increases HSF-1 driven luciferase reporter signal; activation, % at 9 µM; AID 504408; NIH3T3-HGL HSF-1 luciferase reporter, MG132, 8 h; 100% = twice DMSO control signal; actives 1.7% (n = 300,000);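 active = mean replicate activation of at least 50% with a set share of replicates each reaching 50%; inconclusive = only one of those two conditions met; inactive = mean below 50% and too few replicates reaching it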;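 also: 0% = median of the neutral control wells and 100% = twice that signal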
* hit, by the source's call; ? = inconclusive; · = not tested or not shown.

SMILES	IEC-6 tox	aSyn 5UTR inh	HDAC3 inhib	HSF1 inh	HSP90 inh	HSF1 activator	AI-2 QS modul	Platelet DG rel	HIF act	KLF5 inhibitor
CC(Oc1ccc(Br)cc1)C(=O)Nc1nnc(C2CC2)s1 (centres undefined)	·	6	-1	6	·	-5	-7	-11	0.2	·
Cn1nc(Oc2nc(N3CCOCC3)nc(N3CCOCC3)n2)ccc1=O	2	-7	0	5	6	4	7	4	0.1	-11
COc1cc2ccccc2cc1C(=O)N1CCOCC1	·	23	9	-3	·	-6	2	2	0.3	·
CCN(CC(=O)Nc1ccc2c(c1)OCCO2)C(=O)c1ccc(S(=O)(=O)N(C)C)cc1	·	7	6	-2	·	-2	-1	-3	-1.8	·
CCOC(=O)C1(Cc2ccccc2)CCCN(C(=O)c2cn[nH]c2)C1 (centres undefined)	3	-44	1	-4	1	-18	0	6	-0.2	-27
COC(=O)c1sccc1NC(=O)CSc1ccccc1N	-4	-17	1	-3	-1	-5	25	-4	1.3	3
Cc1cc(S(=O)(=O)N(Cc2cccs2)Cc2ccccc2F)ccc1-n1cnnn1	0	12	2	8	-2	30	28	-1	-0.2	-20
O=C(O)c1cc(NS(=O)(=O)c2ccc3ccccc3c2)ccc1O	-2	2	5	-4	-4	-1	21	2	0.2	-23
O=C(Cn1nc2n(c1=O)-c1ccccc1SC2)N/N=C/c1cccs1	2	20	7	-3	1	21	7	-11	-0.3	-9
Cc1ccc(S(=O)(=O)Nc2c(C(=O)O)[nH]c3ccccc23)cc1C	3	38	2	-5	-4	-16	10	3	0.3	-25
Cc1ccc(OCCCCN2CCCC(C)C2)c([N+](=O)[O-])c1 (centres undefined)	5	-2	-6	-6	1	-6	10	5	0.1	-28
CCCN1CCC(NC23CC4CC(CC(C4)C2)C3)CC1	-4	-11	-10	-4	-3	-14	28	-1	-2.9	-13
O=C(CN(C(=O)CNS(=O)(=O)c1ccc(F)cc1)C1CCCC1)NCc1ccco1	-1	9	?	2	0	13	10	0	0.2	-12
O=C(CN1CCOCC1)NNc1nc(-c2ccccc2)c2cc(Br)ccc2n1	-1	3	5	-3	4	-11	10	-1	-0.8	-19
COc1nc(N(CC(N)=O)S(=O)(=O)c2ccccc2)nc(C)c1Cl	-1	19	3	2	1	-6	21	-3	-0.4	-33
CC1CC(OC(=O)CN2CCCCC2)CC(C)(C)C1 (centres undefined)	-6	8	-2	-6	-3	6	8	?	0.0	4
N#C/C(=C/c1ccc(-c2ccc(S(N)(=O)=O)cc2)o1)c1nc2ccccc2s1	-6	·	-7	·	-1	·	·	·	·	5
CCCC(C(=O)NC1CCCC1)N(CC1CCCO1)C(=O)CNS(=O)(=O)c1ccccc1 (centres undefined)	-2	-6	3	4	-1	10	11	3	-0.2	5
CC1CCCN(S(=O)(=O)c2ccc(C(=O)Nc3nnc(-c4ccco4)o3)cc2)C1 (centres undefined)	25*	57	-2	-8	2	1	17	-8	-0.2	51
COC(=O)C1=CN(Cc2ccc(OC)cc2)C=C(C(=O)OC)C1c1cccs1	0	-11	-7	-2	3	17	14	3	0.0	5
CCN(CC(=O)NCCN1CCOCC1)S(=O)(=O)c1ccc(F)cc1	-9	-13	-1	-6	-3	12	13	5	-0.1	-18
CN1CCN(C(=O)N2CCNC2=O)CC1	-4	22	-7	-6	4	-4	5	-6	0.4	-25
CCOc1ccccc1NC(=O)CSc1nc2cc(O)ccc2c(=O)n1-c1ccc(OC)c(OC)c1	-1	29	-3	15	4	14	-7	-1	-0.1	20
COc1ccccc1NC(=O)CC1Nc2ccccc2NC1=O (centres undefined)	6	-36	5	-2	-4	18	15	-4	0.7	-20
COc1ccc(Cc2cc(-c3ccc(F)cc3)n[nH]c2=O)cc1	2	-13	-4	1	-1	-12	5	1	0.9	-22
CC(C)(C)c1ccc(O)c(N)c1	5	-19	11	-2	-3	-3	18	-4	-0.7	-12
COc1ccc(S(=O)(=O)Nc2nc(C(F)(F)F)cs2)cc1	1	0	0	2	1	-4	17	19	-0.1	14
COc1ccc(-n2c(=O)c3c4c(sc3n3c(=S)[nH]nc23)CCC4)cc1	-8	2	5	-10	-1	-6	19	-1	0.3	0
CNS(=O)(=O)c1cc(NC(=O)CCCNC(=O)c2ccc(Cl)cc2)ccc1C	2	7	3	5	-3	2	17	5	-0.1	-3
Cn1c(SCCOc2ccccc2F)nc2ccccc2c1=O	3	-2	3	4	-2	-6	3	-5	0.9	10

Entries of single compounds from above. Order of values: IEC-6 tox, aSyn 5UTR inh, HDAC3 inhib, HSF1 inh, HSP90 inh, HSF1 activator, AI-2 QS modul, Platelet DG rel, HIF act, KLF5 inhibitor
CCN(CC(=O)NCCN1CCOCC1)S(=O)(=O)c1ccc(F)cc1 reads -9, -13, -1, -6, -3, 12, 13, 5, -0.1, -18
CC(C)(C)c1ccc(O)c(N)c1 reads 5, -19, 11, -2, -3, -3, 18, -4, -0.7, -12

Remaining list, next part.
SMILES	IEC-6 tox	aSyn 5UTR inh	HDAC3 inhib	HSF1 inh	HSP90 inh	HSF1 activator	AI-2 QS modul	Platelet DG rel	HIF act	KLF5 inhibitor
C=CCN1C(=O)/C(=C\c2ccco2)C(C(=O)OC)=C1C	-4	9	6	-4	4	-10	18	2	-0.1	10
Cn1c(CN2CCCCC2)nc2cc(NC(=O)c3ccc(F)cc3)ccc21	3	-39	7	15	9	24	4	0	0.7	-27
Cc1nn(C)cc1/C=N\NC(=O)Cc1ccc([N+](=O)[O-])cc1	-10	-23	-2	-3	3	16	10	-9	-0.1	8
O=C(NCC1CCCO1)c1cccc(NC(=O)c2cccs2)c1 (centres undefined)	8	0	0	0	0	22	4	2	0.2	1
CCOc1ncccc1C(=O)N(CC)CC(=O)NCc1ccc(Cl)cc1	-3	-7	6	-4	-2	2	5	1	-0.6	-30
O=C1CCCC(O)=C1N=Nc1ccc(S(=O)(=O)N2CCOCC2)cc1	-1	5	-2	-2	-1	-4	32	21	0.1	-24
CN(C(=O)CSc1nnc(-c2ccncc2)n1-c1ccccc1)C1CCS(=O)(=O)C1 (centres undefined)	-4	-1	·	3	1	-2	38	4	-0.3	-20
CCCCC(C(=O)N/N=C/c1ccccn1)C(=O)N/N=C/c1ccccn1	-1	-1	4	4	1	-4	22	-2	0.2	-13
Cc1cccc(OCCSc2nc3ccccc3n2CC(=O)O)c1	-4	-10	-4	4	-1	1	2	-2	-1.0	-19
CC(CCc1ccccc1)NC(=O)C(=O)c1c[nH]c2ccccc12 (centres undefined)	-3	13	3	4	-2	-1	13	1	0.5	-25
CCOC(=O)C(Nc1ccc2ccccc2c1)C(=O)OCC	4	-138	9	42	3	59*	6	17	1.5	-27
Cc1ccc(-c2nnc(-c3ccccc3)c(N3CCOCC3)n2)cc1	4	-39	-1	1	5	11	16	-5	0.6	12
COc1ccc(/C=C/C(=O)NCCN2CCOCC2)cc1OC	-2	10	9	·	1	·	24	2	0.8	10
FC(F)(F)c1cnc(NNC(=S)Nc2cccnc2)c(Cl)c1	9	9	3	14	-2	27	30	-4	-1.0	8
CC(NC(=O)CCn1ccc2cc(S(=O)(=O)N3CCCC3)ccc21)c1ccccc1 (centres undefined)	1	9	5	8	1	4	11	3	0.1	-33
Cc1nnsc1C(=O)Nc1ccc(S(=O)(=O)N2CCC(C)CC2)cc1	1	23	-3	-2	1	7	22	-1	0.0	-23
CCN(CC)S(=O)(=O)c1cccc(-c2n[nH]c(=S)n2/N=C/c2ccc(OC(F)F)cc2)c1	2	-8	4	12	-2	2	12	-49	-58	-32
CCN(CC)CC(=O)NN=C(c1ccccc1)c1ccccc1	-1	14	-1	6	2	8	19	4	-0.1	-17
O=Nc1c(O)n(Cc2ccccc2)c2ccccc12	1	18	·	-4	0	-12	-3	16	0.1	-22
O=C(CCNS(=O)(=O)c1ccc(Cl)cc1)N1CCC2(O)CCCCC2C1 (centres undefined)	3	-14	-5	8	2	18	8	-8	-0.7	-13
CCOC(=O)COn1c(=O)c(C)[n+]([O-])c2ccccc21	-2	-4	13	-4	0	-13	21	6	-0.2	-23
CCCC(C(=O)NC1CCCCC1)N(CC1CCCO1)C(=O)CNS(=O)(=O)c1ccc(F)cc1 (centres undefined)	4	16	-17	17	2	-6	17	0	-0.8	4
CNC(=S)NNC(=O)CNc1ccc(C)c(Cl)c1	-5	-4	6	2	1	10	18	4	-0.1	-17
COc1cccc(/C=N/NC(=O)c2ccc(OCc3cccc(Br)c3)cc2)c1	1	5	-4	2	3	3	27	1	-1.0	-6
COc1ccc(Cn2ccnc2CO)cc1[N+](=O)[O-]	2	-7	1	-4	-3	-9	-5	-6	0.3	6
COc1ccc(O)c(C2=Nc3ccccc3N=C(c3ccccc3)C2)c1	-5	-49	1	·	4	·	14	5	·	-82
COc1ccc(S(=O)(=O)N2CCC(C(=O)NCCC(=O)NCc3ccncc3)CC2)cc1	-5	-3	-4	-47	1	-61	9	7	-0.4	-19
COc1ccc(C2CC(c3ccc(OC)cc3)n3nc(N)nc3N2)cc1 (centres undefined)	0	-16	-1	-3	-6	2	18	1	0.2	-12
Cc1nn(Cc2ccccc2)c(C)c1NC(=O)c1cc(-c2ccc3c(c2)OCO3)on1	-9	51	-1	3	-2	25	20	3	-0.7	-3
COc1ccc(C(=O)Nc2nc(-c3ccc([N+](=O)[O-])cc3)c(-c3ccc(OC)cc3)s2)cc1	-3	33	5	-3	-2	-5	0	0	-0.8	-1

The results go on.
SMILES	IEC-6 tox	aSyn 5UTR inh	HDAC3 inhib	HSF1 inh	HSP90 inh	HSF1 activator	AI-2 QS modul	Platelet DG rel	HIF act	KLF5 inhibitor
CCOC(=O)CCC(NC(=O)CCCCCCCC(=O)NC(CCC(=O)OCC)C(=O)OCC)C(=O)OCC (centres undefined)	10	2	-5	-3	3	11	17	2	0.4	12
CC(C)(O)C(O)COc1c2ccoc2cc2oc(=O)ccc12 (centres undefined)	1	5	-4	3	-1	8	5	6	-0.3	-10
COc1ccc(CN2CCN(CCc3ccccc3)C(CCO)C2)c(Cl)c1OC (centres undefined)	5	4	8	-3	5	0	9	15	-0.4	-42
Cn1nnnc1SCC(=O)NCC(=O)c1ccccc1	4	·	-2	·	5	·	·	·	·	-14
Cc1nc(-c2ccccc2)sc1C1(C)CC(c2ccc(C#N)cc2)=NO1 (centres undefined)	·	-5	1	12	·	9	7	10	0.8	·
Cc1nn(Cc2ccccc2)c(C)c1C(=O)NCCN1C(=O)S/C(=C\c2ccccc2)C1=O	-6	9	3	5	0	4	19	11	-0.3	-16
CCN(C(=O)CCc1nnc2ccc(NCc3ccco3)nn12)c1ccccc1	-4	26	0	1	2	4	24	11	-0.8	-17
O=C(CCN1C(=O)c2ccccc2C1=O)Nc1ccc(F)cc1	1	28	0	-7	3	-9	-13	-1	-0.1	-18
c1ccc(-c2csc3nnc(SCc4ccc5c(c4)OCO5)n23)cc1	2	16	-3	0	5	11	15	11	0.4	-21
CC1=C(C(=O)NCCN2CCOCC2)C2(CCC(C)CC2)OC1=O (centres undefined)	-1	-4	-4	-14	11	-22	35	-3	-0.2	-44
CCNc1ccc(C(=O)OC(C(=O)NC(N)=O)C(C)C)cc1[N+](=O)[O-] (centres undefined)	7	16	-10	-1	4	-2	20	17	-0.7	-25

Bioassay records from PubChem.
